Assay outcomes as filed in PubChem.
RGS4 inhibitor – human RGS4 inhibition | Potency, µM (series often up to 114 µM), without a hit: top-dose activity change, negative = inhibition, most hits filed as inhibitors | AID 504845 | actives 0.039% (n = 390,000) | P49798 | Transcreener GDP fluorescence polarization, RGS4-accelerated GTP hydrolysis; also: potency is read from the fitted curve at half-maximal effect; % is scaled to controls: 0 for no effect and ±100 for the full control effect; nearly all actives have a fitted effect of over 75% in size; some results filed as inactive show a strong effect at the top dose
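MLSMR compounds (23 nl, pin-transferred) preincubated 10 min at room temperature with a 500nM (2x) first reagent, then RGS4 at 900nM (2x) plus Transcreener GDP mix added; fluorescence polarization (620/688 nm) read before and after 90 min at 30 °C.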
PI4K2A block – blocks human PI4K2A kinase activity. AID 1346378. Q9BTU6. activity change, negative = inhibition, % at 76.9 µM. purified PI4K2A, ADP-Glo luminescence, 1 h; stronger effect = lower value. actives 0.13% (n = 420,000); in the data active = activity change below about -50%; inconclusive = mostly about -30% to -49%;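 also: -100% = wells without enzyme as full effect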
Target sequence (Q9BTU6 whole entry, looked up): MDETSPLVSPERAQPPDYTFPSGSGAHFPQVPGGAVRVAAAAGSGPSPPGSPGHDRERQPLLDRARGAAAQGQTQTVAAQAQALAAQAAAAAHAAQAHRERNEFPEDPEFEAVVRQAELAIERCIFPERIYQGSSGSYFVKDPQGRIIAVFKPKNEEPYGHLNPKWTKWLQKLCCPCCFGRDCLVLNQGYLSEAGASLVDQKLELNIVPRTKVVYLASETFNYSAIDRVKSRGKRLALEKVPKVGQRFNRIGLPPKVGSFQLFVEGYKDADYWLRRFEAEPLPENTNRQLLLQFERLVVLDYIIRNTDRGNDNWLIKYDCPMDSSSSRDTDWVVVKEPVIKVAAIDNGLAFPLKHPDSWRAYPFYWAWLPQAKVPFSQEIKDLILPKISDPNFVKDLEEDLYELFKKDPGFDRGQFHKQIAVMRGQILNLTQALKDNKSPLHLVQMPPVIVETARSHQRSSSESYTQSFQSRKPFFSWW
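In this quantitative HTS, ADP production by PI4K2A was quantified luminescently after 1 h at ambient temperature; 100 microM adenosine served as plate-quality control.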
ERG-DNA inh – blocks human ERG Ets domain binding to DNA. Potency, µM (highest dose often 76.9 µM), inactives show at the highest dose FP activity, negative = inhibition, most hits filed as inhibitors. actives 0.028% (n = 370,000). AID 624246. P11308. fluorescence polarization, His-ERG Ets domain / labelled DNA; active = well fitted inhibition curve with a large enough effect in the polarisation, with a control signal flat; inconclusive = small, poorly fitted or top-dose-only effect, or effect the other way, or a change in a side signal; inactive = no such curve, though single readings can be large or run the other way; the % refers to the polarisation;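 also: polarization taken with two DNA probes labelled with fluorescein and Texas red; potency is read from the fitted curve at half-maximal effect; % of control where 0% means no effect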
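His-tagged ERG Ets domain (1 uM in the protein solution; 300mM KCl, 50mM Tris-HCl, 1mM EDTA, 1mM DTT, pH 7.5) received compound, then a probe mix of 5 nM fluorescein-DNA and 100nM Texas-615-DNA. Fluorescence polarization was read for both dyes.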
HP1b chromo inh – inhibitors of HP1-beta chromodomain binding to methylated histone tails; actives 0.56% (n = 390,000); AID 540317; Potency, µM (highest dose often 114 µM), for inactives: top-dose activity change, negative = inhibition, actives largely listed as inhibitors; AlphaScreen HP1-beta / biotin-H3K9me3 peptide binding; P83916; also: potency is read from the fitted curve at half-maximal effect; nearly all actives have a fitted effect of over 70% in size; inactives centre near 23
Target sequence (P83916 whole entry, looked up): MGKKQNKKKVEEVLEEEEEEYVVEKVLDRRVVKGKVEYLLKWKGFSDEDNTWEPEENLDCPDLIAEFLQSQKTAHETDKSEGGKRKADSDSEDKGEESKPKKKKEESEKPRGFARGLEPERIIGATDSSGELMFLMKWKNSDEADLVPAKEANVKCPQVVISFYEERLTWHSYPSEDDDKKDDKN
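AlphaScreen: HP1-beta (50 nM) preformed 30 min with biotin-H3(1-18)K9me3 peptide (50 nM) in PBS pH 7.4, 0.01% Tween-20. Compound added for 30 min at RT, then streptavidin donor/nickel chelate acceptor beads (10 ug/mL) for 30 min.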
BAZ2B inh – blocks human BAZ2B | Q9UIF8 | AlphaScreen BAZ2B-H3K14Ac peptide displacement | Potency, µM (series often up to 114 µM), for inactives: top-dose activity change, negative = inhibition, usual class: inhibitors | actives 4.4% (n = 360,000); also: potency is read from the fitted curve at half-maximal effect; % is scaled to controls: 0 for no effect and ±100 for the full control effect; nearly all actives have a fitted effect of over 60% in size
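Protein-peptide AlphaScreen: BAZ2B 50 nM, b-H3K14Ac 50 nM, 1x PBS pH 7.4 + 0.01% Tween-20. Preincubation 30 min RT; cpd 30 min RT (top 110 uM); beads 20 min RT, light-protected.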
JMJD2A Tudor inh – blocks the human JMJD2A Tudor domain; O75164; AlphaScreen JMJD2A-Tudor / H3K4me3 peptide binding; Potency, µM (top dose mostly 114 µM), without a hit: at the highest dose activity change, negative = inhibition, most hits filed as inhibitors; actives 4.4% (n = 390,000); AID 504339; also: potency is read from the fitted curve at half-maximal effect; % is scaled to controls: 0 for no effect and ±100 for the full control effect; nearly all actives have a fitted effect of over 50% in size
12-LOX inh – ALOX12 (human) lipoxygenase inhibition | actives 1.1% (n = 580,000) | Potency, µM (titrated, usually from 108 µM), for inactives: top-dose activity change, negative = inhibition, hits mostly inhibitors | purified 12hLO, xylenol orange hydroperoxide absorbance | AID 1671190; also: potency is read from the fitted curve at half-maximal effect; % is scaled to controls: 0 for no effect and ±100 for the full control effect
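Purified human 12hLO at 150 nM in 25 mM Hepes, 0.01% Triton X-100, pH 7.0, preincubated 15 min at room temperature with compound. Reaction started with 40 uM arachidonic acid, 30 min at room temperature. Hydroperoxide measured by Fe-xylenol orange, 573/405 nm absorbance ratio.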
GLS inh – blocks human kidney-isoform glutaminase activity; GLS enzymatic activity, qHTS titration; Potency, µM (titrated, usually from 45.5 µM), without a hit: at the top dose activity change, negative = inhibition, hits mostly inhibitors; actives 0.21% (n = 410,000); AID 624170; also: potency is read from the fitted curve at half-maximal effect; % is scaled to controls: 0 for no effect and ±100 for the full control effect
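hKGA; 45 mM KH2PO4 pH 8.2 + 0.02% Tween-20; cpd via pin tool; 1 mM Gln soln; GluOx/HRP/Amplex Red; RT 30 min; fluor. t0 & final.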
G9a block – G9a (human) methyltransferase inhibition; Q96KQ7; G9a H3K9 monomethylation, AlphaScreen, 2 h; Potency, µM (highest dose often 102 µM), inactives show at the top dose activity, negative = inhibition, actives largely listed as inhibitors; actives 8.8% (n = 350,000); also: potency is read from the fitted curve at half-maximal effect; % is scaled to controls: 0 for no effect and ±100 for the full control effect; nearly all actives have a fitted effect of over 75% in size
Target sequence (Q96KQ7 913-1193 limits assumed): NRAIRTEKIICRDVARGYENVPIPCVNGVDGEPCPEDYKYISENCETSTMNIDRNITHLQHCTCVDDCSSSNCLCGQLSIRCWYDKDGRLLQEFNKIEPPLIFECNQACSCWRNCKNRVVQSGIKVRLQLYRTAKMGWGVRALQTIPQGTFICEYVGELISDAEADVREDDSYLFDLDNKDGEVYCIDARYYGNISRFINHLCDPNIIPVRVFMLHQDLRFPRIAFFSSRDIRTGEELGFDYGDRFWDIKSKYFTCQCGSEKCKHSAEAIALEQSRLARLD
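Enzyme 20 nM + cpd, 15 min RT; add b-H3K9 pep 500 nM / SAM 20 uM; 2 h RT; anti-H3K9me1 Ab 0.5 ug/mL + SA donor / anti-rabbit acceptor beads 20 ug/mL each, 10 min; AlphaScreen read.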
* = called active by the depositor; ? = inconclusive; · = no result given; & = joins results of further samples; [ ] = remark or other dose. Unless noted, calls follow the shape of the dose curve; as a rule, active = well fitted curve in the direction sought with a large enough effect; inconclusive = small, poorly fitted or top-dose-only effect, or another doubt; inactive = no such curve, though single readings can be large; an effect the other way counts as inactive or inconclusive. Some of the compounds tested, so the mix of outcomes need not match the whole.

SMILES	RGS4 inhibitor	PI4K2A block	ERG-DNA inh	HP1b chromo inh	BAZ2B inh	JMJD2A Tudor inh	12-LOX inh	GLS inh	G9a block
O=C(N1CCOCC1)n1cnc2ccccc21	7.7%	-1.2	·	18.6%	-2.4%	-5.5%	3.4%	-2.3%	14.4%[59 µM]
COc1ccc2c(C)nc(Nc3nc(C)cc(C)n3)nc2c1	-12.4%	1.2	-16.1%	4.6%	2.7%	-18.7%	2.2%	-14.5%	-9.2%[59 µM]
O=C(NC(Nc1ncccn1)C(=O)c1ccccc1)c1ccccc1 (stereo unspecified)	-30.2%	-2.3	-6.5%	23.6%	-21.1%	-23.4%	-27.0%	1.5%	?
COc1ccccc1NC(NC(=O)c1ccccn1)C(Cl)(Cl)Cl (stereo unspecified)	-9.8%	0.4	-0.3%	23.0%	-0.2%	-6.3%	-12.8%	11.9%	-48.8%[59 µM]
Cc1ccc(CNC(=O)c2ccc(CSCc3ccccc3C)o2)cc1	0.5%	-3.3	0.4%	31.2%[activator]	19.0%	1.5%	?	9.1%	12.4%[59 µM]
Cc1nn(C(=O)/C(C#N)=C/N(C)C)c(C)c1C	29.9%	-14.1	-5.2%	1.7%	-14.5%	0.3%	0.9%	-13.2%	-13.2%
Cc1sc(N/N=C/c2cccnc2)nc1-c1ccccc1	-44.4%	-7.6	2.1%	-6.8%	?	50.1µM*	0.0%	16.7%	·
COc1ccnc(-n2cccc2/C=N/O)c1C#N	-14.4%	11.8	-1.4%[15.4 µM]	-19.1%	0.4%	-2.0%	?	2.0%	28.4%
Cc1ccc(OCCCCn2nnc3sc4c(c3c2=O)CCC(C)C4)cc1 (stereo unspecified)	14.0%	-2.2	0.2%	69.7%[activator]	?	-21.4%	?	4.8%	?
COc1ccccc1-n1c(SCC(=O)NC2CC2)nc2ccccc2c1=O	2.8%	-8.8	-6.3%	36.7%[activator]	10.4%	-10.1%	-11.5%	0.1%	-21.7%[59 µM]
COc1cc(NC(=O)c2cc(S(=O)(=O)N3CCCCC3)ccc2N2CCOCC2)cc(OC)c1	-27.8%	3.2	-9.7%	52.8%[activator]	-29.5%	3.4%	-23.9%	-7.9%	?
Cc1ccc(OCCCCN(C)Cc2ccccc2)c(Br)c1	-7.6%	-2.6	2.9%	?	-37.1%	?	?	8.4%	11.2µM*
O=C(CNC(=O)c1ccc(Cl)c([N+](=O)[O-])c1)NCC1CCCO1 (stereo unspecified)	-8.0%	-3.2	-0.1%	22.4%	-0.5%	-1.4%	8.5%	-3.3%	-10.7%
CC(C)COc1ccc(C(=O)OCCN2CCCCC2)cc1	-16.3%[56.9 µM]	-12.6	7.9%	73.1%[activator]	3.9%	-18.9%	-15.2%	-1.3%	18.6%[2.33 µM]
COC(=O)COc1ccc2c(c1C)O/C(=C\c1ccco1)C2=O	-26.3%	-3.8	-5.3%	10.8%	50.1µM*	-23.9%	0.0%	-6.6%	8.91µM*
COc1ccc(Cl)cc1NC(=O)c1c(NCc2cccs2)sc2c1CCC(C)C2 (stereo unspecified)	-33.6%	-1.0	-3.6%	7.1%	-18.2%	-31.4%	2.9%	0.5%	-14.7%[59 µM]
CC(=O)NCCNc1nc2c(-c3ccc(C)cc3)nnn2c2ccccc12	4.9%	-1.5	-0.4%	54.3%[activator]	-2.8%	0.0%	2.1%	0.8%	23.7%[59 µM]
O=C(COc1ccc(F)cc1)Nc1nnc(S(=O)(=O)N2CCCC2)s1	-0.2%&-16.6%	-6.7&-2.6	-7.5%&-1.7%	52.0%&22.8%[activator]	-5.0%&-20.5%	-9.2%&0.0%	5.2%&3.2%	8.3%&7.1%	-3.3%[59 µM]
Cc1nn(-c2ccc(F)cc2)c(Cl)c1/C=C1\C(=O)Nc2ccccc21	-17.8%	1.0	0.3%	11.7%	-23.6%	-8.4%	-14.6%	-2.7%	-51.0%[59 µM]
Cc1cc(C)c(S(=O)(=O)N2CCCCC2CCNC(=O)C(=O)NC2CC2)c(C)c1 (stereo unspecified)	-4.6%	1.8	2.5%	25.9%	15.4%	-17.2%	·	-3.1%	-20.7%[2.33 µM]
COc1ccc(C(=O)O)cc1S(=O)(=O)N(C)C	-12.2%	0.4	2.6%	3.4%	11.5%	-2.8%	0.8%	3.0%	-10.9%
CCC(=O)c1ccccc1OCCSc1nc(C)cc(=O)[nH]1	26.7%	4.8	-5.3%	8.5%	-5.4%	-6.3%	26.5%	0.4%	-3.7%[12.7 µM]
C/C(=N\NC(=O)COc1ccccc1[N+](=O)[O-])c1cccs1	4.2%	0.2	-7.1%	-0.6%	-12.0%	-14.1%	7.9%	-6.2%	-10.7%
Cc1ccccc1CN1C(=O)c2ccccc2Sc2ccc(C(=O)NCCCN3CCOCC3)cc21	-9.9%&-12.5%	2.1&-2.1	2.5%&-2.0%	7.2%[57 µM]	?	-23.7%&-34.0%	?	-3.8%&6.0%	-26.2%[59 µM]
Cc1ccc(C(=O)CCC(=O)Nc2ccccc2C)cc1C	-11.0%	-1.7	9.1%	33.7%	1.1%	7.6%	19.4%	-1.9%	17.4%[59 µM]
Nc1nonc1NC(=O)NN=C1CCCCC1	12.4%	-9.1	3.0%	43.5%[activator]	-5.8%	?	24.2%	25.3%	-0.2%
COCCNc1nnc(SCC(=O)NNC(=O)c2ccco2)s1	0.5%	-4.0	0.7%	33.2%	8.4%	-12.1%	16.7%	17.3%	?
O=C1N[C@@H](c2ccccc2)COC(=O)[C@@H](Cc2ccc(F)cc2)CC/C=C/C[C@H]1CC(=O)N(CCO)Cc1ccccc1	11.8%	-4.7	-6.4%	-1.7%	·	-28.8%	-1.8%	10.0%	·
Cc1ccc(N=Cc2c(O)c3ccccc3oc2=O)cc1F	9.2%	0.0	-2.3%	22.3%	-15.9%	-9.5%	0.0%	-3.5%	35.5µM*
CC(C)Oc1ccc(/C=N/NC(=O)c2ccc(N(Cc3ccccc3)S(C)(=O)=O)cc2)cc1	4.4%	0.0	·	30.0%	-8.5%	-3.5%	10.5%	8.2%	3.1%[59 µM]
CN(C)CCCNc1c2ccccc2nc2ccccc12	-7.6%	5.1	?	32.4%[57 µM]	-0.4%	-0.7%	?	0.0%	46.2%[0.501 µM]
Cc1ccc(NC(=O)c2ccc(=O)n(CC(=O)Nc3ccccc3)n2)cc1	-7.4%&-19.2%	4.3&-0.1	0.8%&0.4%	22.2%&9.8%	-12.1%&1.1%	-11.0%&-17.3%	2.4%&-13.9%	-3.8%&3.3%	-1.0%
COC(=O)c1[nH]c2ccc(Cl)cc2c1NC(=O)c1ccccc1[N+](=O)[O-]	-9.2%	-0.5	-10.5%	29.8%	7.9%	-23.8%	-23.7%	2.9%	-18.8%
CC(C)(C)OC(=O)N/N=C\c1ccc(OC(=O)c2ccco2)cc1	?	3.7	-12.2%	-11.9%	18.2%	31.6µM*	14.5%	0.1%	-39.7%
COc1ccc(NC(=O)c2cnc(SC)nc2C)c(OC)c1	5.5%	-7.8	9.3%	-1.4%	-0.2%	-18.2%	-6.8%	0.5%	11.0%
COc1ccc(NC(=O)c2cnc(NS(=O)(=O)c3ccccc3)nc2)cc1	-1.4%	0.7	-3.8%	30.2%[activator]	1.3%	8.5%	-11.7%	-6.4%	?
Cn1c(CNC(=O)CCNC(=O)c2ccccc2F)cc(=O)n(C)c1=O	9.9%	2.8	-1.8%	23.8%	-18.9%	-10.3%	0.0%	-4.7%	7.7%

Reprinted at random: 6 entries already listed.
SMILES	RGS4 inhibitor	PI4K2A block	ERG-DNA inh	HP1b chromo inh	BAZ2B inh	JMJD2A Tudor inh	12-LOX inh	GLS inh	G9a block
Cc1ccc(N=Cc2c(O)c3ccccc3oc2=O)cc1F	9.2%	0.0	-2.3%	22.3%	-15.9%	-9.5%	0.0%	-3.5%	35.5µM*
COC(=O)c1[nH]c2ccc(Cl)cc2c1NC(=O)c1ccccc1[N+](=O)[O-]	-9.2%	-0.5	-10.5%	29.8%	7.9%	-23.8%	-23.7%	2.9%	-18.8%
Cn1c(CNC(=O)CCNC(=O)c2ccccc2F)cc(=O)n(C)c1=O	9.9%	2.8	-1.8%	23.8%	-18.9%	-10.3%	0.0%	-4.7%	7.7%
Nc1nonc1NC(=O)NN=C1CCCCC1	12.4%	-9.1	3.0%	43.5%[activator]	-5.8%	?	24.2%	25.3%	-0.2%
CN(C)CCCNc1c2ccccc2nc2ccccc12	-7.6%	5.1	?	32.4%[57 µM]	-0.4%	-0.7%	?	0.0%	46.2%[0.501 µM]
COc1ccc(NC(=O)c2cnc(SC)nc2C)c(OC)c1	5.5%	-7.8	9.3%	-1.4%	-0.2%	-18.2%	-6.8%	0.5%	11.0%
